Screens from PubChem BioAssay.
GAA glycogen: GAA glycogen-cleavage inhibition or activation. recombinant GAA, glycogen substrate, Amplex Red glucose oxidase fluorescence. Potency, µM (top dose mostly 76.4 µM), without a hit: at the top dose activity change, negative = inhibition, usual class: inhibitors. P10253. 0.38% of 300,000 active;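 note: 0% = full enzyme reaction and -100% = no-enzyme basal signal; the screen sought inhibitors and activators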
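Natural-substrate format: glycogen cleavage by 4 nM human enzyme, glucose read by Amplex Red coupling (Ex 573, Em 610 nm). Normalized to enzyme and no-enzyme controls.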
Tau ThT inhib: tau fibrillization inhibition (ThT binding); P10636; recombinant tau K18 P301L, heparin-induced fibrillization, ThT fluorescence; Potency, µM (top dose mostly 57.4 µM), inactives show at the top dose activity, negative = inhibition, actives largely listed as inhibitors; 2.1% of 270,000 active; note: % is set by controls: 0 for no effect and ±100 for the full control effect; nearly all actives have a fitted effect of over 55% in size
Target sequence (P10636 561-689 P618L limits assumed): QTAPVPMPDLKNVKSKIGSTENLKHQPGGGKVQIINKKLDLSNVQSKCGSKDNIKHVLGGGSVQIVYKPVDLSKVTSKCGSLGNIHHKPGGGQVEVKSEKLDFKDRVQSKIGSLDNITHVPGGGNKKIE
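In this qHTS, human K18 P301L tau is incubated with compound and heparin for 6 hr at 37 C, and Thioflavin T fluorescence then reports fibril load.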
HTT cytoprotect: cytoprotection in Huntington HTT-Q103 PC12 cell model. Potency, µM (series often up to 56.4 µM), for the others: cytoprotection (ATP increase), usual class: activators. AID 1471. 0.14% of 230,000 active. PC12 HTT-Q103 induced, cytoprotection, ATP luminescence, 40 h;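 note: % of control where 0% means no effect; nearly all actives have a fitted effect of over 45% in size; toxic huntingtin expression switched on by the ecdysone agonist tebufenozide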
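Compounds were screened for protection of PC12 cells against cell death after tebufenozide induction (100 nM final) of mutant Huntingtin exon 1 (Q103) fused to GFP.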
Tau fluor cs: counter-screen for tau fibril formation inhibitors; tau K18 P301L Alexa594 fluorescence, heparin fibrillization; Potency, µM (top dose mostly 57.7 µM), without a hit: at the highest dose activity change, negative = decrease; 0.93% of 280,000 active; AID 1463; note: % is set by controls: 0 for no effect and ±100 for the full control effect; nearly all actives have a fitted effect of over 55% in size
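Human tau K18 P301L (15 uM unlabeled, 0.24 uM Alexa 594-labeled) in 100 mM sodium acetate pH 7 with 20 uM heparin, 6 hr at 37 C. ThT 30 uM added, 1 hr ambient; Alexa 594 FP and total fluorescence read at 555/632 nm.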
GAA inh: inhibitors of human lysosomal alpha-glucosidase; purified human GAA, 4-MU-alpha-glucoside fluorescence; Potency, µM (doses to about 76.9 µM), for inactives: at the highest dose activity change, negative = inhibition, hits mostly inhibitors; 0.005% of 200,000 active; AID 1466;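 note: plate controls were uninhibited enzyme wells for no effect and no-enzyme background for full effect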
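Human alpha-glucosidase, 4 nM, pre-mixed with test compounds before 400 uM 4-methylumbelliferyl substrate; 20 min room temperature at pH 5.0. Fluorescence read after pH 10 stop; AC50 values from Hill-equation fits.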
GLA spleen mod: alpha-galactosidase A (human) modulation; P06280; human spleen homogenate, 4MU-alpha-Gal fluorescence, 40 min; Potency, µM (top dose mostly 80 µM), inactives show at the highest dose activity change, negative = inhibition, usual class: inhibitors; 0.008% of 240,000 active; AID 2107;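 note: 0% = enzyme with vehicle and -100% = no enzyme basal signal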
Target sequence (P06280 32-429 limits assumed): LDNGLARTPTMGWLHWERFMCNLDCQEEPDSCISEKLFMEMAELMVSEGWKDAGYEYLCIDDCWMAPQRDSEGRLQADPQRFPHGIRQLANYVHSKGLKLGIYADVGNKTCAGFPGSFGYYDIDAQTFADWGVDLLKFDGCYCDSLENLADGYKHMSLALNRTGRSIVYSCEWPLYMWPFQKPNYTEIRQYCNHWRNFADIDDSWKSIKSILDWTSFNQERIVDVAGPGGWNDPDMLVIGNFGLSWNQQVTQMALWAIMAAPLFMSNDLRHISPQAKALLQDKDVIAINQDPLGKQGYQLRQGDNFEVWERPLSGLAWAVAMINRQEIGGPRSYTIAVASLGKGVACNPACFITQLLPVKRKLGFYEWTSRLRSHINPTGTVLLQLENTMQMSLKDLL
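Human spleen homogenate (1 ug) as enzyme source, 4-methylumbelliferyl-alpha-D-galactopyranoside 1 mM final, citrate/phosphate pH 5.0 with 0.01% Tween-20. Compounds 40 min at 37C, NaOH/glycine stop; fluorescence Ex 365/Em 440, Hill-fit AC50.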
aGlu spleen mod: inhibitors or activators of human alpha-glucosidase in spleen homogenate; P10253; human spleen homogenate, 4-MU-alpha-glucoside fluorescence; Potency, µM (doses to about 79.9 µM), inactives show top-dose activity change, negative = inhibition, actives largely listed as inhibitors; 0.006% of 240,000 active; AID 2112;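 note: 0% = enzyme with vehicle and -100% = no enzyme basal signal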
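Enzyme source: human spleen homogenate, 1 ug/well. Buffer 50 mM citric acid/K phosphate pH 5.0, 0.01% Tween-20. 4-MU-alpha-glucoside 1 mM; 37 C x 40 min; NaOH/glycine stop; fluorescence.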
Tau fibril FP: blocks human tau fibril formation measured by polarization; K18 P301L tau heparin fibrillization, Alexa594 FP, 6 h; 0.39% of 280,000 active; Potency, µM (series often up to 57.7 µM), for the others: at the highest dose activity, negative = inhibition, most hits filed as inhibitors; AID 1468; note: % is set by controls: 0 for no effect and ±100 for the full control effect; nearly all actives have a fitted effect of over 55% in size
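Compound effects on tau fibrillization are measured by Alexa 594 fluorescence polarization (ex 555, em 632 nm). K18 P301L tau is used at 15 uM with 0.24 uM labeled tracer, and 20 uM heparin induces aggregation over 6 hr at 37 C.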
An asterisk follows results filed as active; ? = inconclusive; nt = not tested or not shown; [ ] = another dose, or the depositor's remark. Calls come from the whole dose curve; as a rule, active = well fitted curve in the direction sought with a large enough effect; inconclusive = small, poorly fitted or top-dose-only effect, or another doubt; inactive = no such curve, though single readings can be large; an effect the other way counts as inactive or inconclusive. Potency is the fitted concentration of half-maximal effect.

Under each structure: GAA glycogen, Tau ThT inhib, HTT cytoprotect, Tau fluor cs, GAA inh, GLA spleen mod, aGlu spleen mod, Tau fibril FP
1: COc1ccc(N2CCN(c3ccc(N4C(=O)COCC4=O)cc3[N+](=O)[O-])CC2)cc1
 : 6%, -2%, -4%[10 µM], -2%, 3%, 2%, -3%, 1%
2: CCn1cc(C(=O)NCc2ccc(Cl)cc2)c(=O)c2cc(S(=O)(=O)N3CCc4ccccc4C3)ccc21
 : 16%[76.3 µM], -3%, nt, ?, nt, nt, nt, ?
3: Cc1cccc(CN2C(=O)N/C(=C/c3cc(C)n(-c4ccccn4)c3C)C2=O)c1
 : 0%, -19%, -12%, ?, -1%, -3%, -6%, 4%
4: CCCc1ccc(OCCNC(=O)C2CCCCC2)cc1
 : 7%, -2%, -26%, -8%, 5%, -6%, -4%, 2%
5: Cn1nc(C(=O)NCCc2ccc(Cl)cc2)c2c1-c1ccccc1SC2
 : 8%[76.3 µM], 3%, nt, 0%, nt, nt, nt, -5%
6: Cc1ccc(C(=O)CC2(O)C(=O)Nc3ccccc32)s1 (stereo not drawn)
 : 9%, -12%, -26%[10 µM], -8%, -6%, -2%, -8%, 2%
7: Cc1ccc(-c2cc(-c3cccc(F)c3)n[nH]2)c(O)c1
 : -10%, ?, -17%, ?, -2%, 3%, 4%, ?
8: Cc1ccc(NC(=O)Cn2nc(Cc3ccncc3)c3ccccc3c2=O)c(Cl)c1
 : -14%[76.3 µM], -13%, nt, -24%, nt, nt, nt, -4%
9: CCCOc1ccc2c(C)c(CC(=O)OC)c(=O)oc2c1
 : 5%, -5%, -8%, -4%, -6%, 1%, -1%, 5%
10: Cc1ccc(C(=O)NC(=S)Nc2nc(-c3cccc([N+](=O)[O-])c3)cs2)c(Cl)c1
 : 2%, -9%, -28%, -21%, 0%, -7%, -3%, ?
11: Cc1c(NC(=O)c2ccccc2)c(=O)n(-c2ccccc2)n1C
 : 2%, -9%, 38%[1.9 µM], -1%, -1%, 1%, -1%, ?
12: Cc1ccc(/C=N/NC(=O)c2ccc3nc[nH]c3c2)o1
 : -11%, 10%, 16%[10 µM], -3%, 0%, 15%, 17%, -5%
13: CCOC(=O)C1=C(CSc2nc(-c3ccncc3)ccc2C#N)OC(N)=C(C#N)C1c1cccnc1 (stereo not drawn)
 : 1%, 1%, -40%[inhibitor], 4%, -1%, 5%, -1%, 4%
14: Cc1cccc2cc3c(N)c(C(=O)N4CCCc5ccccc54)sc3nc12
 : -15%, 7%, -42%[10 µM], 5%, -6%, 18%, -3%, 5%
15: CCOC(=O)N1CCN(S(=O)(=O)c2cc(Br)cc3c2N(C(=O)CC)CC3)CC1
 : 5%, -2%, 14%, 0%, -9%, 3%, -1%, -6%
16: CCC(Sc1nc2cc3c(cc2c(=O)n1Cc1ccco1)OCO3)C(=O)Nc1ccccc1OC (stereo not drawn)
 : 6%, -7%, -13%, -11%, -1%, 19%, 6%, -3%
17: CSc1ccc(CNC(=O)CCn2c(=O)c3cccn3c3ccc(F)cc32)cc1
 : ?, 5%, nt, 9%, nt, nt, nt, -15%
18: Cn1c(=O)c(C(=S)NC(=O)C2CC2)c(N)n(Cc2ccccc2)c1=O
 : -6%, ?, -33%, -7%, ?, -5%, -3%, -2%
19: Cc1cc(C(C)(C)C)ccc1OCCn1ccnc1
 : -5%, -12%, -11%, -9%, 1%, -6%, -2%, 5%
20: CCC(C(=O)OCC(=O)Nc1cccc(C(C)=O)c1)c1ccccc1 (stereo not drawn)
 : -12%, -9%, 34%[10 µM], -19%, 2%, 1%, -7%, -7%
21: COc1ccc(C(N)=O)cc1NC(=O)CC(O)(C(F)(F)F)C(F)(F)F
 : -4%, -4%, 3%, -2%, -3%, 3%, 1%, -5%
22: O=C(Cn1cc[n+](Cc2ccccc2)c1)c1ccc([N+](=O)[O-])cc1
 : 6%, ?, -24%, -9%, -4%, -4%, nt, 2%
23: CCN(CC)C(=O)Oc1ccccc1NC(C)=O
 : 2%, 5%, -8%, 7%, 1%, -8%, -9%, 7%
24: CCOC(=O)c1c(N)sc(C(O)(C(F)(F)F)C(F)(F)F)c1-c1ccc(Cl)cc1
 : 9%, ?, 8%[10 µM], 25µM*[quencher], -9%, -4%, -13%, 3%
25: O=C1CCCN1CC1CCN(Cc2nc(CC3CC3)no2)CC1
 : -3%, 10%, -14%[10 µM], 1%, -2%, -10%, -5%, 0%
26: CC(=O)Nc1ccc(SCC(=O)Nc2cc(C(C)(C)C)nn2-c2ccccc2)cc1
 : 4%, 8%, nt, 10%, 10%, 5%, -4%, 3%
27: CCC1S/C(=N/N=C/c2ccco2)NC1=O (stereo not drawn)
 : -2%, 0%, 4%[10 µM], 9%, -17%, 2%, 2%, -5%
28: O=C(c1ccncc1)N1CCN(c2cccc(C(F)(F)F)c2)CC1
 : 22%, -6%, -1%[10 µM], -4%, 0%, 4%, 5%, 7%
29: CC(C)c1ccc(NC(=S)Nc2ccc3[nH]c(=O)[nH]c3c2)cc1
 : -25%, ?, -1%[10 µM], ?, 2%[15.4 µM], 4%, 2%, 3%
30: COc1cc(C2NC(=O)NC(C)=C2C(=O)OCc2ccc(C)cc2)cc(OC)c1O (stereo not drawn)
 : 9.9µM*, -18%, 3%, -19%, 1%, 8%, 10%, 4%

Results in sequence from the list.
HTT cytoprotect for nos. 18–25, in order: -33%, -11%, 34%[10 µM], 3%, -24%, -8%, 8%[10 µM], -14%[10 µM]

Entries of single compounds, looked up by structure:
Cn1c(=O)c(C(=S)NC(=O)C2CC2)c(N)n(Cc2ccccc2)c1=O is entered as GAA glycogen: -6%; Tau ThT inhib: ?; HTT cytoprotect: -33%; Tau fluor cs: -7%; GAA inh: ?; GLA spleen mod: -5%; aGlu spleen mod: -3%; Tau fibril FP: -2%
CCOC(=O)C1=C(CSc2nc(-c3ccncc3)ccc2C#N)OC(N)=C(C#N)C1c1cccnc1 (stereo not drawn) is entered as GAA glycogen: 1%; Tau ThT inhib: 1%; HTT cytoprotect: -40%[inhibitor]; Tau fluor cs: 4%; GAA inh: -1%; GLA spleen mod: 5%; aGlu spleen mod: -1%; Tau fibril FP: 4%
Cc1ccc(C(=O)CC2(O)C(=O)Nc3ccccc32)s1 (stereo not drawn) is entered as GAA glycogen: 9%; Tau ThT inhib: -12%; HTT cytoprotect: -26%[10 µM]; Tau fluor cs: -8%; GAA inh: -6%; GLA spleen mod: -2%; aGlu spleen mod: -8%; Tau fibril FP: 2%

4 entries from above, arranged by number of heavy atoms, rising.
Under each structure: GAA glycogen, Tau ThT inhib, HTT cytoprotect, Tau fluor cs, GAA inh, GLA spleen mod, aGlu spleen mod, Tau fibril FP
27: CCC1S/C(=N/N=C/c2ccco2)NC1=O (stereo not drawn)
 : -2%, 0%, 4%[10 µM], 9%, -17%, 2%, 2%, -5%
21: COc1ccc(C(N)=O)cc1NC(=O)CC(O)(C(F)(F)F)C(F)(F)F
 : -4%, -4%, 3%, -2%, -3%, 3%, 1%, -5%
17: CSc1ccc(CNC(=O)CCn2c(=O)c3cccn3c3ccc(F)cc32)cc1
 : ?, 5%, nt, 9%, nt, nt, nt, -15%
1: COc1ccc(N2CCN(c3ccc(N4C(=O)COCC4=O)cc3[N+](=O)[O-])CC2)cc1
 : 6%, -2%, -4%[10 µM], -2%, 3%, 2%, -3%, 1%

2 records picked at random from those above:
Under each structure: GAA glycogen, Tau ThT inhib, HTT cytoprotect, Tau fluor cs, GAA inh, GLA spleen mod, aGlu spleen mod, Tau fibril FP
22: O=C(Cn1cc[n+](Cc2ccccc2)c1)c1ccc([N+](=O)[O-])cc1
 : 6%, ?, -24%, -9%, -4%, -4%, nt, 2%
24: CCOC(=O)c1c(N)sc(C(O)(C(F)(F)F)C(F)(F)F)c1-c1ccc(Cl)cc1
 : 9%, ?, 8%[10 µM], 25µM*[quencher], -9%, -4%, -13%, 3%

Other records:
Under each structure: GAA glycogen, Tau ThT inhib, HTT cytoprotect, Tau fluor cs, GAA inh, GLA spleen mod, aGlu spleen mod, Tau fibril FP
31: Cn1cnc([N+](=O)[O-])c1N=C(N)N
 : -2%, 1%, -3%[10 µM], -1%, -25%, -3%, 3%, -8%
32: O=C(NNC(=S)NCc1ccccc1)c1ccc(Br)o1
 : ?, -4%, 30%[10 µM], -4%, -1%, -10%, -15%, -3%
33: COc1ccc2[nH]c(=O)c(CN(C(=O)c3cccnc3)c3ccccc3OC)cc2c1
 : -2%, 1%, -3%[10 µM], 10%, -11%, 1%, 6%, 8%
34: O=C(O)CCC(=O)N1CCc2cc(S(=O)(=O)NC3CCCc4ccccc43)ccc21 (stereo not drawn)
 : -2%, -8%, -4%, -6%, -3%, -19%, -7%, 0%
35: CS(=O)(=O)c1cccc(C(=O)Oc2ccccc2)c1
 : 7%, -13%, -10%, -10%, -4%, -9%, 3%, -3%
36: O=C(CSc1nnc(C23CC4CC(CC(C4)C2)C3)o1)Nc1ccc(N2CCOCC2)c(Cl)c1
 : 7%, -2%, -37%, -28%, -4%, 1%, 3%, ?
37: Cc1ccn2c(CNCCn3nc(C)cc3C)c(C(=O)N3CCCCCC3)nc2c1
 : 5%, -8%, -20%[10 µM], -7%, 13%, -6%, -4%, -1%
38: Cc1cccc(N2CCN(C(=O)CCn3c(=S)[nH]c4cc5c(cc4c3=O)OCO5)CC2C)c1 (stereo not drawn)
 : 0%, ?, -8%[0.074 µM], ?, -15%, 7%, 8%, 0%
39: O=C(NCc1cccc(C(F)(F)F)c1)c1cc(Cl)cc(Cl)c1
 : -3%, 1%, -23%, -10%, -8%, -3%, ?, -16%
40: Cc1cccc(C(=O)NCCC(=O)Nc2nc(C)c(Cc3ccc4c(c3)OCO4)s2)c1
 : -1%, 3%, -1%[10 µM], -7%, 1%, 2%, -8%, 4%
41: COc1ccc(S(=O)(=O)N2CCCCC2)cc1NC(=O)c1ccc2c(c1)OCO2
 : -3%, 9%, -9%[10 µM], -14%, -7%, -20%, -12%, -6%
42: CCc1nc(SCC(N)=O)c2c(=O)n(C)c(=O)n(C)c2n1
 : -15%, -1%, 8%[10 µM], 8%, -8%, 4%, -3%, 6%
43: Cc1ccc(NC(=S)N2CCC(c3nc4ccccc4s3)CC2)cc1C
 : -10%, -7%, 8%, -20%, -6%, 8%, -16%, 5%
44: O=S(=O)(c1ccccc1)N1CCN(S(=O)(=O)N2CCCCC2)CC1
 : -12%, 1%, -16%, 1%, -2%, -16%, -9%, 4%
